# Bioassay records as filed in PubChem BioAssay.
# GPT2 inh: blocks human glutamate pyruvate transaminase 2. Q8TD30. Recombinant GPT2, coupled pyruvate oxidase/HRP Amplex Red fluorescence. Potency, µM (series often up to 57.7 µM), for the others: top-dose activity change, negative = inhibition, most hits filed as inhibitors. 100,000 compounds, 0.25% hits. AID 1671188; also: potency is read from the fitted curve at half-maximal effect; nearly all actives have a fitted effect of over 60% in size; many of its hits are not listed in these tables
# Target sequence (Q8TD30 whole entry, looked up): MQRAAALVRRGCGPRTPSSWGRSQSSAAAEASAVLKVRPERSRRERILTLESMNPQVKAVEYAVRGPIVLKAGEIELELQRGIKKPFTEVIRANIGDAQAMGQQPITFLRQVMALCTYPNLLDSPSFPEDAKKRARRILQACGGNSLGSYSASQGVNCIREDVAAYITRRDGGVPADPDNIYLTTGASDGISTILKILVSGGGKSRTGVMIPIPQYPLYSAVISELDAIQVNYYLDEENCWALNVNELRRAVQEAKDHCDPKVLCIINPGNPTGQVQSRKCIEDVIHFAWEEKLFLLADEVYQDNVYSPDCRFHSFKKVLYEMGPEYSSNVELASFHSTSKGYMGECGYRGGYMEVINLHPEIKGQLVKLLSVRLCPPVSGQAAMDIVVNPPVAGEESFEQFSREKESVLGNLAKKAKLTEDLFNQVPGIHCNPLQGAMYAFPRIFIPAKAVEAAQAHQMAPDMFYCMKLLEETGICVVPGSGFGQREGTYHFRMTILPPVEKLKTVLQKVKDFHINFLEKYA
#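 Recombinant GPT2 (10ng/uL) with 250uM a-KG and 2mM L-alanine, 30 min at room temperature, in HEPES pH 7.5 buffer. Pyruvate detected by pyruvate oxidase/HRP/Amplex Red fluorescence after 30 min in the dark; AOA (50uM) as positive control.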
# Luciferase inh: blocks purified firefly luciferase enzyme activity; purified P. pyralis luciferase, luminescence, biochemical; Potency, µM (doses to about 115 µM), for the others: at the top dose activity change, negative = inhibition, actives largely listed as inhibitors; 76,000 compounds, 2.5% hits; also: potency is read from the fitted curve at half-maximal effect; nearly all actives have a fitted effect of over 65% in size
#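 Purified P. pyralis luciferase (10nM final) in 50mM Tris acetate pH 7.5, 10mM Mg acetate, 0.01% Tween-20, 0.05% BSA with 10uM D-luciferin and 10uM ATP. Compounds titrated qHTS. Luminescence imaged on CCD.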
# SNCA viab count: counter-screen for SNCA expression inhibitors: cell viability; Potency, µM (highest dose often 57.1 µM), inactives show at the top dose activity change, negative = cytotoxicity, actives largely listed as cytotoxic; AID 1671193; HEK-293-SNCA-luc viability, GF-AFC fluorescence, 24 h; 150,000 compounds, 0.12% hits;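 also: potency is read from the fitted curve at half-maximal effect; 0% = DMSO-treated cells and -100% = medium-only wells without cells; nearly all actives have a fitted effect of over 30% in size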
#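 Cytotoxicity counterscreen: after 24 h compound treatment of genome-edited SNCA-luciferase HEK-293 cells, live-cell protease substrate GF-AFC read by fluorescence after 30 min; activity scaled between DMSO (0%) and medium-only (-100%), curves Hill-fitted.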
# NIH3T3 tox: NIH 3T3 cell cytotoxicity | Potency, µM (series often up to 96.7 µM), for inactives: at the highest dose activity change, negative = cytotoxicity, usual class: inhibitors | AID 1345082 | NIH 3T3 viability, CellTiter-Glo ATP luminescence, 48-72 h | 94,000 compounds, 4.3% hits; also: potency is read from the fitted curve at half-maximal effect; nearly all actives have a fitted effect of over 55% in size
#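 NIH 3T3 cells at 400 cells/well received 23 nL of compound by pintool and were incubated 48 or 72 h at 37 °C. Viability was read as ATP-coupled CellTiter-Glo luminescence.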
# HEK cytotox: cytotoxic compounds in HEK 293 cells. HEK 293 viability, ATP luminescence (CellTiter-Glo), 48-72 h. 94,000 compounds, 6.6% hits. Potency, µM (series often up to 115 µM), inactives show at the highest dose activity change, negative = cytotoxicity, hits mostly inhibitors. AID 1345083; also: potency is read from the fitted curve at half-maximal effect; nearly all actives have a fitted effect of over 60% in size
#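 qHTS cytotoxicity; HEK 293, 250 cells/well; compound pinned; 48 or 72 hr, 37 degree Celsius, 5% CO2, 95% humidity; CellTiter-Glo, 10 min RT; luminescence (ATP).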
# SNCA expr inh: reduces expression of the alpha-synuclein gene | HEK-293 SNCA-luciferase knock-in, luminescence, 24 h | Potency, µM (doses to about 57.2 µM), for the others: at the highest dose activity change, negative = inhibition, hits mostly inhibitors | 140,000 compounds, 0.17% hits;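 also: potency is read from the fitted curve at half-maximal effect; plate controls were DMSO cells for no effect and cell-free wells for full effect; nearly all actives have a fitted effect of over 45% in size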
# IP6K1 inhibitor: blocks human inositol hexakisphosphate kinase 1. activity change, % (series mostly up to about 58 µM). 140,000 compounds, 0.81% hits. IP6K1 kinase, ADP-Glo luminescence, 2 h; hits give low values. Q92551; in the data active = activity change below about -25%
# Target sequence (Q92551 whole entry, looked up): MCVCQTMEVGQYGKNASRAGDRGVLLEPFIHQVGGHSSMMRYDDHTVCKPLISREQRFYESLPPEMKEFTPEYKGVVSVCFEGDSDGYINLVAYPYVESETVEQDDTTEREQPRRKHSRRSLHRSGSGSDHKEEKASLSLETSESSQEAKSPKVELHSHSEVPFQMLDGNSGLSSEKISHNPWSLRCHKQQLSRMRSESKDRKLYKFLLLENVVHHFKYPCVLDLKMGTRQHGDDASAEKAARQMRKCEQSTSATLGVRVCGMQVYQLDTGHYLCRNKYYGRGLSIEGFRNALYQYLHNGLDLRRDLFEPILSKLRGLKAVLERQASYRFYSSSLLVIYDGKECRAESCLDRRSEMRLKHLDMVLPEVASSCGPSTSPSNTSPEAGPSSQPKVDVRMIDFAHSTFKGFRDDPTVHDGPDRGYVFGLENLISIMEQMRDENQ
#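 ADP-Glo luminescence measures ADP made by human IP6K1 during a 2 h RT reaction with ATP/IP6 (mix at 1.3 mM/130 uM); top library doses 57.5 and 19.1 uM final.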
# The depositor's hits bear a star; i = inactive; ? = inconclusive; . = no result given; [ ] = remark or other dose. Unless noted, calls follow the shape of the dose curve; as a rule, active = well fitted curve in the direction sought with a large enough effect; inconclusive = small, poorly fitted or top-dose-only effect, or another doubt; inactive = no such curve, though single readings can be large; an effect the other way counts as inactive or inconclusive. Unless noted, % is scaled to controls: 0 for no effect and ±100 for the full control effect.
# Every second line gives: GPT2 inh | Luciferase inh | SNCA viab count | NIH3T3 tox | HEK cytotox | SNCA expr inh | IP6K1 inhibitor
CC(C)c1ccc(NC(=O)CN(C)S(=O)(=O)c2ccc3c(c2)c(=O)n(C)c(=O)n3C)cc1
  . | . | 2% | . | . | -21% | -16
Cc1cc2nc3n(c(=O)c2n1CC(=O)Nc1ccc(F)c(F)c1)CCCCC3
  5% | 4% | -12% | -13% | ? | -8% | -13
COc1ccc(Cl)cc1-c1ccc2c(c1)C(=O)N1CCN(C(=O)c3ccco3)C[C@H]1C(=O)N2
  i | -9% | -2% | ? | ? | 0% | 17
Cc1oc(-c2ccccc2)nc1CCC(=O)c1ccc(CC2SC(=O)NC2=O)cc1 (stereo unspecified)
  -9% | . | -20%[23.9 µM] | . | . | -30%[25.6 µM] | 7
Cc1cnc(-c2ccccc2)n1CCNC(=O)C(C)c1ccccc1 (stereo unspecified)
  i | . | -2% | -24% | -23% | -17% | 31
O=C(c1ccc2c(c1)OCCO2)N1CCC(Cn2cc(CCO)nn2)CC1
  i | -2% | 3% | -15% | -10% | 15% | 14
CCNC(=O)NCCc1ncc(C)n1CC1CC1
  -1% | 2% | 6% | i | -1% | 4% | -2
Cc1nc([C@@H]2CN(C(=O)C(C)(C)C)C[C@H]2C(N)=O)n[nH]1
  2% | -1% | 8% | i | 0% | 3% | 3
CCCN(CC1CCOC1)C(=O)NCCc1ccccc1 (stereo unspecified)
  i | -12% | 2% | i | -5% | 5% | 4
CCN(Cc1cccnc1)C(=O)c1cc(-c2cnn(CC)c2)nc2cc(C)ccc12
  i | ? | -9% | 6.3µM* | -19% | -30% | 4
COc1ccc(CC(=O)NCCS(=O)(=O)N2CCN(c3ccc(F)cc3)CC2)cc1OC
  . | . | 8% | . | . | 39%[activator] | 30
Cc1ccc2c(=O)cc(C(=O)Nc3nc4ccc(Cl)cc4s3)oc2c1C
  . | . | -3% | . | . | 7% | 13
O=C(NCc1ccccc1)c1cn2cc(-c3ccc(F)cc3)sc2n1
  i | . | 16% | -34% | -9% | 10% | 36
Cc1ccc(NC(=O)c2cnc(N3CCCCC3)c3ccccc23)c(C)c1
  . | . | -1% | . | . | -17% | 24
O=C(c1ccc(C(F)(F)F)cc1)N1CCC2(C1)C(=NC1CCCC1)NC(=O)N2c1cccnc1 (stereo unspecified)
  -3% | . | 2% | -2% | 4% | 3% | -4
Cc1ccc(NC(=O)c2cn3cc(-c4ccc(F)cc4)sc3n2)cc1
  -5% | . | 4% | -3% | i | -1% | -2
C=C(C)[C@@H]1CC[C@]2(C(=O)O)CC[C@]3(C(=O)O)[C@H](CCC4[C@@]5(C)CCC(=O)C(C)(C)C5CC[C@]43C)C12 (stereo partly specified)
  i | . | 0%[23.9 µM] | . | . | . | -10
O=C(c1ccc(F)c(F)c1)N1C[C@@H](CO)[C@H](c2ccncc2)C1
  i | -3% | 0% | -19% | -6% | -6% | 10
COCCn1c(=O)n([C@H]2CCCN(C(=O)c3cnccn3)C2)c2ncccc21
  i | -6% | -4% | i | 0% | -26% | 3
C#CCNC(=O)c1onc(-c2ccc(Cl)cc2)c1[C@H](C)O
  -5%[88.5 µM] | -13%[172 µM] | -13%[87.6 µM] | ? | ? | 11%[87.6 µM] | -2

# Next section (three carried over from the part before).
# Every second line gives: GPT2 inh | Luciferase inh | SNCA viab count | NIH3T3 tox | HEK cytotox | SNCA expr inh | IP6K1 inhibitor
O=C(c1ccc(F)c(F)c1)N1C[C@@H](CO)[C@H](c2ccncc2)C1
  i | -3% | 0% | -19% | -6% | -6% | 10
COCCn1c(=O)n([C@H]2CCCN(C(=O)c3cnccn3)C2)c2ncccc21
  i | -6% | -4% | i | 0% | -26% | 3
C#CCNC(=O)c1onc(-c2ccc(Cl)cc2)c1[C@H](C)O
  -5%[88.5 µM] | -13%[172 µM] | -13%[87.6 µM] | ? | ? | 11%[87.6 µM] | -2
Cc1noc(C)c1S(=O)(=O)N1CCC(c2noc(-c3ccncc3)n2)C1 (stereo unspecified)
  i | 3% | 12% | -8% | ? | ? | 11
O=S(=O)(c1ccccc1)c1nc(-c2ccccc2Cl)oc1N1CCCCCC1
  . | . | -17% | . | . | ? | 37
Cc1ccc(Cl)cc1NC(=O)CSc1ccc(C(=O)O)cn1
  . | . | -8% | . | . | -9% | -14
COc1ccc2c(c1)c(=O)c(C(=O)c1ccccc1)cn2CC(=O)Nc1ccc2c(c1)OCCO2
  . | . | -2% | . | . | -7% | 2
Clc1ccccc1-c1nnc(SCc2nc(-c3ccccc3)no2)n1-c1ccccc1
  . | . | ? | . | . | ? | 22
CCOCCOC1CCN(C(=O)c2ccc3c(c2)c2ccccc2n3CC)CC1
  i | -9% | -3%[12.5 µM] | ? | ? | 3% | 22
COc1ccc(-c2nc(-c3ccccc3)c(-c3ccccc3)[nH]2)cc1Br
  . | . | 3% | . | . | -10% | -5
COc1cccc(CN2Cc3c(CNc4cccc(C(F)(F)F)c4)nnn3CCC2=O)c1
  -14% | -3% | -1% | ? | ? | -4% | 4
COc1ccccc1C(=O)N1CCC(Oc2ccc(C(N)=O)cn2)CC1
  -8% | 13% | 9% | 0% | -14% | 27% | 21
Cc1nc(-c2ccc(S(=O)(=O)Nc3ccc(Cl)c(C(F)(F)F)c3)cc2)co1
  . | . | 13% | . | . | 16% | -5
Cc1c(Cl)cccc1NC(=O)c1ccc(NC(=O)N2CCSc3ncccc32)cc1
  . | . | -6% | . | . | 28% | 21
O=C(COc1ccccc1)N1CCC(Oc2ncccc2C(=O)N2CCCCC2)C1 (stereo unspecified)
  -5% | 7% | -3% | ? | 11% | -8% | -1
CC(C)(C)OC(=O)N1CCC(c2nnc(SCc3ccccc3Cl)o2)CC1
  . | . | -7% | . | . | -28% | -3
COc1ccc(-c2nc3c([nH]2)CC(C)(C)CNC3=O)cc1OC
  i[11.5 µM] | ? | -4% | -1% | 3% | -18% | -9
CN(C)c1ccc(CNC(=O)c2ccccc2NC(=O)c2nsc3ccccc23)cc1
  . | . | ? | . | . | 41%[activator] | 52
O=C(CN1CCOCC1)N1CC(F)(F)C[C@H]1c1nc(C2CC2)no1
  -1% | -6% | -2% | i | 5% | 6% | 5
COCCOCc1nc(C2CCCCN2C(=O)NCc2ccc(F)cc2)no1 (stereo unspecified)
  i | 0% | -3% | -8% | -4% | 0% | -5
CC(=O)N1Cc2ccccc2CC2(CCCN(CC3CCCCC3)C2)C1 (stereo unspecified)
  i | . | -2% | -7% | ? | 4% | 11
C[S+](=O)([O-])N1C[C@H](C(=O)N2CCN(c3ccccn3)CC2)C[C@@H]1c1ccc(F)cc1
  1%[88.5 µM] | -1%[172 µM] | -2%[87.6 µM] | ? | -25%[172 µM] | 8%[87.6 µM] | 4
NC(N)=NC(N)=Nc1ccccc1
  -8% | . | -2% | . | . | ? | .
COc1ccc(CN2CCC(N3Cc4cccn4C3=O)CC2)cc1
  i | . | -8% | -14% | ? | -1% | -10
COc1ccc(NC(=O)C(=O)NCc2ccco2)c(OC)c1
  . | . | -9% | . | . | 92%[activator] | 22
C[C@@H](NCCCc1cccc(C(F)(F)F)c1)c1cccc2ccccc12
  1% | . | ? | . | . | -5%[25.6 µM] | -9
COc1cc(CNCc2cnn(C)c2C)ccc1OCC(O)CN1CCSCC1 (stereo unspecified)
  -4% | -3% | -20% | -1% | -2% | 25% | -7
COc1cccc(-c2cn3c(n2)N(C(=O)Cc2cccs2)CCC3)c1
  i | ? | -1% | -26% | ? | 114%[activator] | -10
CN1C[C@H](O)C[C@H]1c1nnc2n1CCN(C(=O)c1ccoc1)CC2
  1% | -4% | 13% | i | i | -1% | 5
COc1ccc(C(=O)Nc2cc(C)c(O)c(-c3nc4ccccc4s3)c2)cc1OC
  . | . | -12% | . | . | -15% | 15
COc1cc(-c2onc(C)c2C(=O)NCCc2cccs2)cc(OC)c1OC
  2% | -3% | 0% | -18% | -6% | 30% | -1
Cc1nn(-c2ccccc2)c2c1C(C)N(C1CCN(C(=O)Cc3ccc(F)cc3)C1)C2=O (stereo unspecified)
  . | . | . | ? | ? | . | 0
COc1ccc2c(c1)-c1nc(NC(=O)c3cc(OC)c(OC)c(OC)c3)sc1CC2
  . | . | -13% | . | . | ? | 25
Cc1ccc(CNC(=O)N2CCC(Cc3noc(C4CCOCC4)n3)C2)cc1 (stereo unspecified)
  i | 8% | 4% | -16% | -27% | -20% | 4
O[C@H]1CC[C@@H](Cc2cc(COc3ccccc3)on2)O[C@@H]1CNC1CCNCC1
  -12% | 2% | 8% | i | i | 12% | 1
Cc1ccc(NC(=O)C2CCCN2S(=O)(=O)c2ccc3c(c2)n(C)c(=O)c(=O)n3C)cc1 (stereo unspecified)
  . | . | -1% | . | . | 11% | 11
COc1ccc(C(=O)N(C)C2CCc3ccccc32)cc1 (stereo unspecified)
  2%[88.5 µM] | -22%[172 µM] | 8%[87.6 µM] | -30%[138 µM] | ? | 59%[activator][87.6 µM] | 7
COC1=C(C(=O)N(C)Cc2ccccc2)N(c2c(C)cccc2C)S(=O)(=O)c2ccccc21
  . | . | . | ? | ? | . | 23
Cc1cc(=O)n(CC(=O)Nc2cccc(Cl)c2C)c(N2CCc3ccccc3C2)n1
  3% | -3% | 8% | 2% | 1% | -6% | 18
COc1cccc(NC(=O)N[C@H]2C[C@@H](C(=O)N[C@@H](CC(C)C)C(N)=O)N(C(=O)CC(C)(C)C)C2)c1
  ? | -13% | -3% | ? | -10% | 5% | 1
COCCOc1ccnc(-c2noc([C@@H]3CCCN3Cc3cn(C)c4ccccc34)n2)c1
  ? | 2%[172 µM] | -27%[87.6 µM] | ? | ? | 6%[87.6 µM] | -7
Cc1nc(CC(=O)N2CCn3nc(CCC(=O)N4CCC(O)CC4)cc3C2)n[nH]1
  1% | -4% | -13% | i | 0% | 8% | -6
Clc1ccc(Nc2c(-c3ccccc3Cl)nc3ccc(Cl)cn23)cc1
  . | . | -16% | . | . | ? | 22
O=C(CCS(=O)(=O)c1nc(-c2cccs2)cc(C(F)(F)F)n1)Nc1cccc(O)c1
  . | . | ? | . | . | ? | 12
O=C(c1ccc(Cl)nc1)N1CCC(C(=O)N2CCC(c3nc4ncccc4[nH]3)CC2)C1 (stereo unspecified)
  i | . | 8% | -21% | -8% | -7% | 14
Cc1ccccc1CNC(=O)c1c(C)oc2c1C1=NCCN1C=N2
  . | . | 6% | . | . | -5% | 4
CCCNC(=O)N(C1CCOCC1)C1CCN(C(=O)Cc2cccnc2)CC1
  4% | 8% | 4% | i | 5% | -8% | 2
Cc1nn(-c2ccc(F)cc2)c(Oc2cccc(F)c2)c1CCC(=O)NCC1CC1
  i | 8% | -14% | ? | ? | -18% | 6

# These rows are one share of the data, so the mix of outcomes need not match the whole.
